# SSB-PriA inh – K. pneumoniae PriA-SSBct interaction inhibition | AlphaScreen SSBct-PriA binding, biotinylated peptide | inhibition, % at 33 µM | hit rate 0.6% among 430,000 | AID 1272365; in the data active = inhibition mostly above about 37%, no sharp cut-off; inactive = mostly below about 20%;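 note: plate controls were negative control peptide for no effect and reference peptide for full effect; strong numbers were not always called active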
# * marks the source's active call; other numbers are inactive results; & = joins results of further samples.
SMILES,SSB-PriA inh
Cc1nc(N2CCN(C(=O)c3ccc4c(c3)OCO4)CC2)cc(-n2ccnc2)n1,-2
C=CCn1c(SCC(=O)c2cc(C)n(-c3ccccc3)c2C)nc2sc3c(c2c1=O)CCC(C)C3 (stereo not given),-1
Cc1cc(C)cc(NC(=O)CCS(=O)(=O)c2ccc(F)cc2)c1,3
CS(=O)(=O)c1ccc(Nc2nc(C(=O)NCC3CCCO3)cs2)cc1 (stereo not given),-7
CC(C)NC(=O)c1ccc2c(=O)n(-c3ccc(F)cc3)c(SCC(=O)c3ccccc3)nc2c1,-1
O=C(NCCn1nc(-c2ccccn2)c2c1CCCC2)c1c(F)cccc1Cl,-6
CCCCOC(=O)c1ccc(NC(=O)CSc2nnc(CCc3nc4ccccc4[nH]3)o2)cc1,-16
COc1ccc(C(=O)CSc2nccn(-c3ccc(C)cc3)c2=O)cc1,8
CCOc1ccc2[nH]c(C(=O)NN=Cc3cc(OC)c(OC)c(OC)c3)cc2c1,-4
O=C(Nc1nnc(-c2ccncc2)o1)c1ccccc1[N+](=O)[O-],1
Cc1nc(-c2ccccc2Cl)sc1CNC(=O)c1ccc(N2CCOCC2)cc1,-4
Cc1cccc(NC(=O)Cn2cnc(-c3ccccc3)cc2=O)n1,1
Cc1ccc(-c2ccc(=O)n(CCCNS(C)(=O)=O)n2)cc1,-6
COc1cn2c(cc1=O)C(=O)N(CCNC(=O)CC(C)(C)C)CC2,4
COc1ccc2c(c1)CCCC2=NOC(=O)c1ccccc1OC,-1
Cc1nc2ccc(Cl)cc2c(-c2ccccc2)c1C1=NN(C(=O)CCC(=O)O)[C@H](c2ccc(Cl)cc2Cl)C1,-17
CC(=O)C=NNc1ccccc1,-15
C=CCn1c(SCC(=O)Nc2ccc(C(C)(C)C)cc2)nc2scc(-c3ccc(C)o3)c2c1=O,-4
COC(=O)c1ccccc1NC(=O)CSc1nc2sc(C)c(C)c2c(=O)[nH]1,-5
O=C(NC(=S)Nc1ccc(Oc2ccccc2)cc1)c1cccs1,-2
COc1ccc(C)cc1NC(=O)C(=O)NCCCn1ccnc1,-8
c1coc(-c2nnc(Nc3nc4cc5c(cc4s3)OCO5)o2)c1,2
Cc1oc(N=Cc2ccc(F)cc2)c(C#N)c1C,2
Cc1cc(NC(=O)C2CCN(S(=O)(=O)c3ccc(Cl)s3)CC2)n(C)n1,-3
Cc1cc2ncc(NC(=O)C3(c4ccc(Cl)cc4)CCCC3)cn2n1,-21

# Three entries already listed, arranged by count of non-hydrogen atoms, lowest first.
SMILES,SSB-PriA inh
Cc1cccc(NC(=O)Cn2cnc(-c3ccccc3)cc2=O)n1,1
CS(=O)(=O)c1ccc(Nc2nc(C(=O)NCC3CCCO3)cs2)cc1 (stereo not given),-7
CCOc1ccc2[nH]c(C(=O)NN=Cc3cc(OC)c(OC)c(OC)c3)cc2c1,-4

# The list goes on:
SMILES,SSB-PriA inh
CCSc1ccccc1C(=O)N(CCOC)Cc1ccoc1,-1
CCc1ccc(N2C(=O)SC(Nc3ccc(S(N)(=O)=O)cc3)C2=O)cc1 (stereo not given),-10
O=C(COc1ccccc1F)NCCc1nc2c(c(C(F)(F)F)n1)CCCC2,-12
Cc1cc(C)n(-c2ccc(=O)n(CCNC(=O)Cn3nc(-c4ccco4)ccc3=O)n2)n1,-16
Cc1ccnc(NC(=O)c2c[nH]c3ccccc3c2=O)c1,-5
O=C(Nc1c(-c2ccccc2)nc2ccccn12)c1c[nH]c(=O)n(Cc2ccco2)c1=O,-8
CCCn1c(=O)c(C(=O)NN=Cc2ccc(F)cc2)c(O)c2ccccc21,-11
Cn1c(=O)c2c(N3CCc4ccccc4C3)ccnc2n(C)c1=O,-12
O=C(Cc1noc2ccccc12)Nc1cccc(-c2csc(-c3ccccc3)n2)c1,-2
CSCC[C@](C)(O)CNC(=O)c1ccccc1SC,-4
COc1ccc(O)c(C=NNC(=O)CCC(=O)Nc2ccc(C)cc2)c1,-9
COc1ccccc1NC(=O)CN1N=C(c2ccccc2)c2ccccc2S1(=O)=O,-3
CCOc1ccc2ccccc2c1C(=O)NC1CCCC(O)C1 (stereo not given),-10
CCC(C)(C)C(=O)Nc1nc2ccc(S(C)(=O)=O)cc2s1,-10
O=C(Cc1cccc2ccccc12)Nc1ccc2c3c(cccc13)CC2,-14
O=C(NNc1nc(-c2ccccc2)c2cc(Br)ccc2n1)c1ccccc1Cl,9
COC(CNS(=O)(=O)c1ccc(C)s1)c1cccc(F)c1 (stereo not given),-19
O=c1[nH]c(=O)c2[nH]cnc2[nH]1,3
CC(=O)Nc1ccc(CC(=O)NC[C@H]2CCCN2c2nc3ccccc3o2)cc1,-1
COc1cc(Cn2cnc(-c3ccccc3)cc2=O)cc(OC)c1,-6
CCn1c(CSc2ccccc2)nc2ccccc21,-30
COc1ccc(OC)c(NC(=O)c2cc(-c3ccccc3)n(C3CCS(=O)(=O)C3)n2)c1 (stereo not given),-2
NC(=NOC(=O)c1ccc(F)cc1)c1nonc1N,-11
COc1ccc(-c2noc(Cn3cnc4c(nnn4Cc4cccc(F)c4)c3=O)n2)c(OC)c1,-10
O=C(Nc1cnn(C2CCOCC2)c1)c1ccccc1C(F)(F)F,-12

# Other entries
SMILES,SSB-PriA inh
CCc1ccc(S(=O)(=O)NCCCn2nc(-c3ccc(F)cc3)ccc2=O)s1,-6
CC(=CC(=O)c1ccccc1)Nc1ccc(Br)c(Cl)c1,9
Cc1ccc(OCC(=O)N(Cc2ccc(N(C)C)cc2)Cc2ccco2)cc1,24
CCOc1ccc(CC(=O)NN=Cc2sccc2C)cc1,5
Cc1ccc(/C=C/S(=O)(=O)N2CCc3nc4ccccn4c(=O)c3C2)cc1,-19
CCS(=O)(=O)N1CCN(c2cc(Nc3ccccn3)ncn2)CC1,-7
Cn1nc(CCC(=O)O)ccc1=O,-6
O=C(NCCCS(=O)(=O)N1CCN(c2ncccn2)CC1)c1ccc(F)cc1F,-11
CC(=O)NC1C(Oc2ccc(C(C)(C)C)cc2)OC2COC(c3ccco3)OC2C1O (stereo not given),5
O=C(Nc1ccc(F)c(Cl)c1)C(=O)Nc1cc2c3c(c1)CCC(=O)N3CCC2,-28
Cc1ccc(NC(=O)Cn2nc3n(c(=O)c2=O)CCN3c2ccccc2)cc1Cl,-11
O=C(COc1ccc(Br)cc1)OCCOc1ccc([N+](=O)[O-])cc1,-3
O=C(Nc1nccs1)c1cn(-c2ccccc2)nc1-c1cc2ccccc2oc1=O,15
Cc1ccc(N(CC(=O)NN=Cc2ccc(OC3CSC3)cc2)S(=O)(=O)c2ccccc2)c(C)c1,11
O=C(CSc1nc2c(cnn2-c2cccc(Cl)c2)c(=O)[nH]1)NCc1ccco1,1
COC(CNS(=O)(=O)CC12CCC(CC1=O)C2(C)C)c1ccc(C)s1 (stereo not given),-15
Cc1ccsc1C=Nn1cnc2sc(C)c(C)c2c1=O,-15
CC[C@H](Sc1nc2cc(OC)c(OC)cc2c2nc(CCn3nc(C)cc3C)nn12)C(=O)NCc1ccco1,-2
CS(=O)(=O)N1CCC(CNC(=O)c2ccsc2)CC1,-18
Cc1oc(-c2ccc(Cl)cc2[N+](=O)[O-])cc1C(=O)Nc1ccc(S(N)(=O)=O)cc1,32
CCSc1ccc(CC(=O)Nc2sccc2C#N)cc1,2
COc1ccccc1CNC(=O)CSc1ccc(-c2ccco2)nn1,-30
Cn1ccnc1SCC1CCN(C(=O)c2ccc(OC(F)(F)F)cc2)CC1,-12
CC12CCC(C(=O)NCc3ccco3)(c3nc4ccccc4nc31)C2(C)C (stereo not given),-7
O=C(CCc1csc(NC(=O)c2ccc[nH]c2=O)n1)NCC1CCCO1 (stereo not given),6

# Entries listed so far containing a tert-butyl group:
SMILES,SSB-PriA inh
COc1cn2c(cc1=O)C(=O)N(CCNC(=O)CC(C)(C)C)CC2,4
C=CCn1c(SCC(=O)Nc2ccc(C(C)(C)C)cc2)nc2scc(-c3ccc(C)o3)c2c1=O,-4
CC(=O)NC1C(Oc2ccc(C(C)(C)C)cc2)OC2COC(c3ccco3)OC2C1O (stereo not given),5

# Going on with the list.
SMILES,SSB-PriA inh
COc1ccc(Oc2c(C(F)(F)F)oc3c4c(ccc3c2=O)OCN(Cc2ccccn2)C4)cc1,-17
Cc1cc(CNC(=O)CCc2ccc(C(F)(F)F)cc2)c(C)o1,22
O=C(Cc1csc(Nc2ccc(F)cc2)n1)NCc1ccncc1,-3
CCn1c(SCC(=O)Nc2ccccc2C(=O)OC)nc2c(-c3ccccc3)c[nH]c2c1=O,0
CCCCS(=O)(=O)N1CCC(c2nnc(C3CC3)s2)CC1,3
O=C(Cc1csc(Nc2ccccc2)n1)N1CCc2ccccc2C1,3
Cc1ccc(-c2ccc(=O)n(CCCNC(=O)Nc3cccc(F)c3)n2)cc1,8
CC(C)c1nnc(NC(=O)/C=C/c2cccs2)s1,-6
Nc1c(C(=O)NCCC2=CCCCC2)c2nc3ccccc3nc2n1/N=C\c1ccccn1,4
CC(C)c1ccc(C=NNc2ccc(C(=O)O)cc2)cc1,2
CCOC(=O)c1ccccc1NC(=O)CCCn1nc(-c2ccc(Cl)cc2)ccc1=O,-8&-6
O=C(Nc1ccc(F)c(Cl)c1)N1CCC2(CC1)NC(=O)N(CCc1ccccc1)C2=O,-16
O=C(NCC1CCN(Cc2cccs2)CC1)C(=O)NC1CCCCC1,-14&-1
CCOC(=O)C(Sc1nnc(-c2c[nH]c3ccccc23)n1-c1ccc(F)cc1)C(=O)OCC,19
Cc1ccc(-c2ccc(C=Nc3ncn[nH]3)o2)cc1Cl,-8
Clc1ccc(Cc2nnc3sc(/C=C/c4cccs4)nn23)cc1,18
CCOC(=O)N1CCN(C(=O)c2cc(C3CC3)on2)CC1,-11
Cc1nnc(C)n1N=Cc1cccn1C,12
O=C(Cn1cnc2c(-c3ccccc3)csc2c1=O)NCCCc1ccccc1,-8
Cc1ccc(C=Nc2sc3c(c2C#N)CCCCC3)o1,-2
Cc1cccc(CC(=O)Nc2cc(C)ns2)c1,-7
CCc1ccc(C(=O)NN=Cc2ccncc2)s1,-7
COC(=O)CSc1nc2c(c(=O)n(Cc3ccc(Cl)cc3)c(=O)n2C)n1C,-9
Cc1onc(-c2ccccc2Cl)c1C(=O)NCCC(O)c1ccc2c(c1)OCO2 (stereo not given),-13
COc1ccc(N2CC(NC(=O)Nc3ccc(Br)cc3C)CC2=O)cc1 (stereo not given),9

# Fetched by structure from above:
SMILES,SSB-PriA inh
O=C(NCC1CCN(Cc2cccs2)CC1)C(=O)NC1CCCCC1,-14&-1
COC(=O)CSc1nc2c(c(=O)n(Cc3ccc(Cl)cc3)c(=O)n2C)n1C,-9
O=C(Cc1csc(Nc2ccc(F)cc2)n1)NCc1ccncc1,-3
Cc1ccc(-c2ccc(=O)n(CCCNC(=O)Nc3cccc(F)c3)n2)cc1,8
COc1ccc(Oc2c(C(F)(F)F)oc3c4c(ccc3c2=O)OCN(Cc2ccccn2)C4)cc1,-17
CC(C)c1nnc(NC(=O)/C=C/c2cccs2)s1,-6
CCCCS(=O)(=O)N1CCC(c2nnc(C3CC3)s2)CC1,3

# Next section
SMILES,SSB-PriA inh
CCC(=O)Nc1ccc(SCC(=O)Nc2cccc(C(F)(F)F)c2)nn1,2
CCOc1ccccc1C(=O)NCC(C)(O)CCSC (stereo not given),-7
COc1cc(C=NNC(=O)[C@H](Cc2c[nH]c3ccccc23)NC(=O)OCC(C)C)cc([N+](=O)[O-])c1O,36
Cn1c(N)c(C(=O)c2ccco2)c(=O)n(C)c1=O,-3
Cn1c(=O)n(CC(N)=O)c(=O)c2c1nc1oc(C(C)(C)C)cn12,-16
Cc1ccc(-n2ncc3c(=O)n(CC(=O)Nc4ccc(OC(F)(F)F)cc4)cnc32)c(C)c1,-11
CCS(=O)(=O)N1CCc2nc(NC(=O)Cc3ccc(SC(C)C)cc3)sc2C1,-5
CCOc1ccc(C)cc1S(=O)(=O)NCc1ccsc1,-15
CC(=O)NCCc1nc2ccccc2n1Cc1c(C)c(C)cc(C)c1C,4
Cn1nccc1C(=O)N1CCN(c2nc3ccc(Cl)cc3s2)CC1,1
O=C(c1ccc(-n2cccc2)cc1)N1CC(S(=O)(=O)Cc2ccco2)C1,9
O=C(CCSc1ccccc1)N1CC(S(=O)(=O)C2CCCCC2)C1,8
O=C(NN=Cc1ccc(-c2ccccc2[N+](=O)[O-])o1)[C@H]1C[C@@H]1c1ccccc1,0
Cc1cc(NC(=O)C(=O)NCC[C@H](O)c2ccco2)no1,-8
O=C1c2cccc3cccc(c23)C(=O)N1CC1CCN(CC(O)COCc2ccc(Cl)cc2)CC1 (stereo not given),-14
O=C(Cc1cccs1)NCCn1nc(-c2cccnc2)n(C2CC2)c1=O,-27
COc1ccc(-c2cc(C(=O)N/N=C(/C)c3cccs3)[nH]n2)cc1,5
COCCc1noc(C2CCN(C(=O)Cn3ccc4ccccc43)CC2)n1,-18
Cc1nc(-c2cccc(F)c2)sc1CCNC(=O)c1ccc(Cl)cc1,10
Cc1nc(-c2ccccc2)sc1C(=O)NCCOc1cccc(C(F)(F)F)c1,-24
CN(CCC#N)S(=O)(=O)c1cccc2nsnc12,-13&5
COC(=O)c1ccccc1NC(=S)NC(=O)/C=C/c1cccs1,10
CCCNC(=O)C(=O)NCC1CCN(Cc2ccco2)CC1,0
O=C(NCC(=O)c1cccs1)C1=Cc2cc(Br)ccc2OC=C1,-12
Cc1cc(NC(=O)c2ccc3c(c2)CCCC3)n(C(C)C)n1,1

# Further entries.
SMILES,SSB-PriA inh
Cc1ccccc1C(=O)NN=C1SCC(=O)N1Cc1ccc2c(c1)OCO2,-2
O=C(CSc1ccc(F)cc1)NCC1(c2ccsc2)CCCC1,-4
O=C(CCCn1nc(-c2ccccc2)ccc1=O)Nc1nc2ccccc2s1,-15
O=C(OC1CN(c2nc3c(C(F)(F)F)cccc3s2)C1)c1cnccn1,-8
O=C(/C=C/c1ccccc1)NCC(=O)NN=Cc1cccnc1,-9
Oc1ccc(C=Nn2c(C3CCCCC3)n[nH]c2=S)c(O)c1,2
COc1ccc(OC)c(-c2csc(NC(=O)CCSc3ccc(Cl)cc3)n2)c1,-23
COC(=O)NCCn1ccc(C(F)(F)F)n1,-9
CCOC(=O)Nc1nc(CC(=O)NCCC2=CCCCC2)cs1,-6
Cc1nnc(NC(=O)CN(C)c2nc3c(C(F)(F)F)cccc3s2)s1,-3
COc1ccc(Cl)cc1C(=O)Nc1ccc(-c2ccc3nncn3n2)cc1,1
CSc1ncccc1C(=O)NCC[C@H](O)c1ccc2c(c1)OCO2,-7
COc1ccc(-c2nc(CSc3nc(-c4cccnc4)cc(=O)[nH]3)c(C)o2)cc1,1

# These rows are one share of the data. The share of hits here may be higher or lower than overall.
